Assay outcomes: PubChem, several laboratories
DAGLB inh – blocks human DAGLB lipase activity | inhibition, % at 5.17 µM | AID 504411 | HEK293T DAGLB membrane lysate, EnzChek fluorogenic substrate | Q8NCG7 | 340,000 compounds, 0.059% hits; in the data active means inhibition above about 34%;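 further: 0% = enzyme with vehicle and 100% = wells lacking enzyme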
MOR-DOR ag – OPRM1-OPRD1 heterodimerization agonism | 340,000 compounds, 0.3% hits | AID 504326 | activation, % at 9.3 µM | cells, luminescence; in the data active means activation above about 18%;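 further: 0% = vehicle-treated cells and 100% = reference agonist; values of inactives mirror those of a sister screen read the other way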
PKA-R2B act – activates the human PKA-R2B holoenzyme complex | PKA-R2B holoenzyme dissociation, Cy5-IP20 fluorescence polarization; R2B truncated from residue 108, S112A mutant; 0% DMSO only, 100% 113 µM cGMP | 340,000 compounds, 0.079% hits | P22694+P31323 | activation, % at 11.4 µM;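 active means activation above a cutoff set at the mean over all compounds plus 3 SD, cut at about 18% in these data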;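 further: higher means more holoenzyme dissociation and a rise in polarization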
Target sequence (P31323 whole entry, looked up, other chains not shown, the tested form may be a part): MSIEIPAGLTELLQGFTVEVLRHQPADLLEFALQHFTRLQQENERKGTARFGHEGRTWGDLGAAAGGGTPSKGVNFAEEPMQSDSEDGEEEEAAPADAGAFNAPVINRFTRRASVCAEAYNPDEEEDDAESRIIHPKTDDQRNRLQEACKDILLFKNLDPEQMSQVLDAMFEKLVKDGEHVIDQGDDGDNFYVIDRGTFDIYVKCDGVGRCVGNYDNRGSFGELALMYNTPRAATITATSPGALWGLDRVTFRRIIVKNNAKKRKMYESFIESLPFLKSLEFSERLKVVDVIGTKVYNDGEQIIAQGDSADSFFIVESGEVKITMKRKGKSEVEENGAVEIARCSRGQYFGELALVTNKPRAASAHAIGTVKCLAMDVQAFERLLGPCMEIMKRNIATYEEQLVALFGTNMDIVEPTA
V-ATPase pH – alters yeast V-ATPase proton transport; S. cerevisiae, pHLuorin cytosolic pH fluorescence; response, % at 10 µM; 350,000 compounds, 0.37% hits; in the data active means response mostly above about 7.3%, no sharp cut-off; inactive means mostly below about 5.4%; further: actives read high; inactives centre near 0; some compounds called inactive have numbers as strong as hits; reference of the scale not given here
Arrestin-AP2 inh – human beta-arrestin and AP2 interaction inhibition; FITC-arrestin peptide / GST-AP2 beads, flow cytometry; AP2 beta2 appendage carries R879A mutation; inhibition, % at 10 µM; 340,000 compounds, 0.31% hits;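 active means inhibition above a set limit, near 3 SD of compounds lacking own fluorescence, cut at about 54% in these data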;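 further: plate controls were DMSO wells for no effect and 5 µM unlabelled arrestin peptide for full effect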
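Assay system: GST-AP2 R879A bound to glutathione beads, E. coli-expressed; Medium: PBS with 0.05% Tween 20 and 0.1% BSA; Also added: fluorescein-tagged arrestin peptide at 50 nM final; Timing: 12 min plus 1 h, RT; Measured by: flow cytometry, FL1 (488/535 nm); Evaluation: percent drop in bead-associated FITC signal.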
DSG3 Ab inh – blocks pemphigus antibody binding to human desmoglein-3. binding (percent of control), % at 10 µM. AID 588358. DSG3-coupled beads, scFv-anti-DSG3-GFP binding, flow cytometry; active compounds read low. 310,000 compounds, 0.48% hits;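 active means binding more than 3 SD below its plate's average and above zero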;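 further: hits lower antibody fragment binding to DSG3; some compounds called inactive have numbers as strong as hits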
HTR5A ag – counter-screen for OPRM1-OPRD1 agonists: human HTR5A agonism; 340,000 compounds, 0.61% hits; P47898; activation, % at 9.3 µM; HTR5A agonist assay, luminescence, cell-based; in the data active means activation mostly above about 9.5%, no sharp cut-off; inactive means mostly below about 7.6%;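 further: 0% = cells with vehicle only and 100% = reference agonist; strong numbers were not always called active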
Target sequence (P47898 whole entry, looked up): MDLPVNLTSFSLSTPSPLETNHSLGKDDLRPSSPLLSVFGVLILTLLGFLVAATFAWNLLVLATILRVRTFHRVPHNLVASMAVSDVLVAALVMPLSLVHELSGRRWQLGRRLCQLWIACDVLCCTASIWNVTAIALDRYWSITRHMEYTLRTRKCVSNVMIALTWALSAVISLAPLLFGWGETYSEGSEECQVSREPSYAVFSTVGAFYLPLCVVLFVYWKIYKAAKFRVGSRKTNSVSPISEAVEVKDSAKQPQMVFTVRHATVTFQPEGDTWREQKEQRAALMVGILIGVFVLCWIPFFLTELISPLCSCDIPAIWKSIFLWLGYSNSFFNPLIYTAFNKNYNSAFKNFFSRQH
HTR5A inv ctr – inverse agonist of human HTR5A in OPRM1-OPRD1 counter-screen; P47898; HTR5A cell line, luminescence, inverse agonism; 340,000 compounds, 0.083% hits; inhibition, % at 9.3 µM; in the data active means inhibition mostly above about 23%, no sharp cut-off; inactive means mostly below about 18%;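 further: 0% = cells with DMSO and 100% = no-cell wells with DMSO; some compounds called inactive have numbers as strong as hits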
PKA-R1A activ – activates the PKA-R1A holoenzyme complex. P00514+P68181. PKA-R1A dissociation, Cy5-IP20 fluorescence polarization; scaled: DMSO 0%, 113 µM cGMP 100%. activation, % at 11.4 µM. 340,000 compounds, 0.083% hits;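 active means percent activation above the mean of all tested compounds plus 3 SD, cut at about 19% in these data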;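 further: higher means more PKAc released from R1A so a rise in polarization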
MOR-DOR inv ag – inverse agonist of human OPRM1-OPRD1 heterodimerization | P35372+P41143 | cell-based MOR-DOR heterodimer luminescence, inverse agonism | inhibition, % at 9.3 µM | 340,000 compounds, 0.21% hits; in the data active means inhibition above about 22%, passing the limit was not always enough;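 further: 0% = cells with DMSO and 100% = wells without cells with DMSO; values of inactives mirror those of a sister screen read the other way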
* = called active by the depositor; x = not tested or not shown; & = joins results of further samples.

SMILES	DAGLB inh	MOR-DOR ag	PKA-R2B act	V-ATPase pH	Arrestin-AP2 inh	DSG3 Ab inh	HTR5A ag	HTR5A inv ctr	PKA-R1A activ	MOR-DOR inv ag
Cc1cccc(N=C/C(C(=O)C(F)(F)F)=C(\O)c2ccco2)c1	0	-2.5	3	1	18	111	-2	16	4	13
COc1ccc(/C=C(/NC(=O)c2ccccc2)C(=O)N2CCCC2)cc1	2	-2.4	-5	0	-5	x	0	-5	-9	17
Cc1onc(-c2ccccc2Cl)c1C(=O)NCCn1ccc2ccccc21	-7	2.1	-8	-1	5	129	3	7	-8	-9
Cc1ccc(/C=C(\NC(=O)c2ccccc2)C(=O)NCCN2CCOCC2)o1	0	-1.8	8	2	3	110	-1	4	-3	9
COc1ccc(N(CC(=O)Nc2cccc(C(F)(F)F)c2)S(=O)(=O)c2c(C)[nH]c(=O)[nH]c2=O)cc1	-1	-2.4	-10	-1	18	101	0	0	2	13
CC1=C(C(=O)N(C)C)CC(CC(=O)NCCCCc2ccccc2)C(=O)N1CCCN1CCCC1=O (stereo unspecified)	2	x	-4	0	x	104	x	x	7	x
CS(=O)(=O)Nc1ccc(C2=NN(C(=O)c3ccco3)C(c3cccc(F)c3)C2)cc1 (stereo unspecified)	2	1.6	9	2	5	91	3	-8	-13	-12
COc1cccc2sc(Nc3nnc(-c4ccc(F)cc4)o3)nc12	9	-1.7	-9	2	-3	102	0	0	-1	9
Fc1ccc(CNCc2cccc(Br)c2)cc1	-2	2.4	-7	-2	-1	103	2	-12	10	-13
CCOc1ccc(NC(=O)CC2CC(C)(C)OC2=O)cc1 (stereo unspecified)	-5	-0.4	3	6	8	102	-4	-1	-8	2
CCN(CC)C(=O)C(=O)N/N=C/c1ccc(C(=O)O)cc1	-2	-0.6	-6	-3	-8	104	-5	13	0	3
Cc1ccc(CNC(=O)C2c3ccccc3C(=O)N3CCc4ccccc4C23)o1 (stereo unspecified)	0	-4.1	-1	1	23	95	4	-10	-18	22
COc1ccc(N=c2oc3ccc(OC)cc3cc2-c2nc3ccccc3[nH]2)cc1	0	-1.0	-1	6	3	97	6	-13	-6	6
O=C(NN=C1CCCC1)c1sc2ccccc2c1Cl	-7	-1.4	-1	-2	35	106	5	-6	-8	7
Cc1cc(CN(C)C(=O)c2cc(COc3ccc(C)c(C)c3)on2)on1	-2	-0.2	-5	2	-3	101	-2	-10	1	1
N#CCCN(CCC#N)C(=O)C1c2ccccc2Oc2ccccc21	-5	-0.6	-1	8	8	91	-1	3	4	3
COc1ccc(CCC(=O)NC2=NCCS2)cc1OC	0	-1.8	-6	11	-6	102	0	-19	-2	10
CCc1ccc(N2C(=O)CC(c3ccc(F)cc3)C3=C2COC3=O)cc1 (stereo unspecified)	-2	-1.9	3	-1	2	111	-4	11	-14	9
O=C(Cn1cnc2c(nnn2Cc2ccccc2)c1=O)N1CCN(c2ccccc2)CC1	0	-0.6	-7	0	5	131	2	12	-7	3
O=C(O)CC1=C(O)C(=O)N(c2ccccc2)C1c1ccc(Br)cc1 (stereo unspecified)	4	-2.2	9	2	11	91	1	-2	-9	12
Cc1ccccc1OCC(=O)Nc1ccc(N2CCOCC2)cc1N1CCOCC1	2	3.7	-7	0	-4	x	-6	15	2	-15
CCNS(=O)(=O)c1ccc(Br)c(C(=O)OC(C)C(=O)NCC2CCCCC2)c1 (stereo unspecified)	-2	1.1	-1	-1	16	x	1	-3	-7	-5
COc1ccc(CN2CCn3nc(C(=O)NC4CC4)cc3C2=O)cc1	0	-1.8	3	-2	2	95	2	-18	-6	9
COc1ccc(C)cc1S(=O)(=O)N1CCC2(CC1)OCCN2S(=O)(=O)c1ccccc1	3	-4.3	-15	10	-6	96	-1	-34	-7	21
CCOc1ccc(N/C(SC)=C(/C#N)C(N)=O)cc1	-4	0.2	1	0	-3	100	2	-7	1	-1

The list goes on (2 carried over from the part before).
SMILES	DAGLB inh	MOR-DOR ag	PKA-R2B act	V-ATPase pH	Arrestin-AP2 inh	DSG3 Ab inh	HTR5A ag	HTR5A inv ctr	PKA-R1A activ	MOR-DOR inv ag
COc1ccc(C)cc1S(=O)(=O)N1CCC2(CC1)OCCN2S(=O)(=O)c1ccccc1	3	-4.3	-15	10	-6	96	-1	-34	-7	21
CCOc1ccc(N/C(SC)=C(/C#N)C(N)=O)cc1	-4	0.2	1	0	-3	100	2	-7	1	-1
CCOc1cccc(N2C(=O)CC(NNC(=O)c3ccc(Br)o3)C2=O)c1 (stereo unspecified)	0	-2.1	-3	3	0	111	-7	8	-9	11
COC(=O)CSc1nc(Cc2ccccc2)nc2ccccc12	-2	-0.6	-3	0	27	98	-1	2	0	3
COc1ccc(NC(=O)CC(c2ccccc2)c2ccco2)cc1 (stereo unspecified)	-1	-0.1	-14	4	6	118	0	-1	-1	1
CC[N+](CC)(CC)CC(=O)Nc1ccc(SC(F)F)cc1	2	-2.1	1	0	10	96	1	-2	3	10
CC(C)c1ccc2oc(=O)cc(CN3CCN(c4ccccc4)CC3)c2c1	-4	-2.5	-4	1	4	109	-1	-1	-5	10
Cc1ccc(C)c(OCCC(=O)NCCc2ccc(S(N)(=O)=O)cc2)c1	-2	-3.6	-6	-2	15	110	3	-6	-1	18
O=c1c([N+](=O)[O-])c(N2CCOCC2)c2ccccc2n1-c1ccccc1	-1	-1.2	-3	1	32	103	-2	-1	-3	6
Cc1onc(-c2ccccc2Cl)c1C(=O)N1CC(C)CC(C)C1 (stereo unspecified)	-1	-2.4	3	2	-2	x	-1	10	12	15
CCCCOC(=O)CSc1nc2c(c(=O)[nH]c(=O)n2C)n1C/C=C(\C)Cl	2	0.2	-5	2	-2	105	0	5	-2	-1
c1ccc(CCn2nnnc2C(c2cccs2)N2CCN(Cc3ccc4c(c3)OCO4)CC2)cc1 (stereo unspecified)	-5	3.2	-17	-2	6	104	3	-19	5	-18
Cc1c(C(=O)N(C)CCc2cnn(C)c2)oc2c(F)cccc12	0	-2.3	-9	-4	-2	92	0	-10	-3	12
O=C(CN1CCCCC1)Nc1cccc(Cl)c1	-3	-0.8	8	-4	-10	102	3	-34	6	4
CC(C)CCNC(=O)C(c1ccc(O)cc1)N(Cc1ccco1)C(=O)CCC(=O)Nc1nccs1 (stereo unspecified)	1	-0.5	6	0	4	92	-3	-4	3	4
CCCc1cc(=O)oc2cc(OCC(=O)NCCN3CCOCC3)c(Cl)cc12	-7	x	1	-2	x	102	x	x	3	x
Cc1ccccc1NC(=S)NC(=O)c1cncc(Br)c1	-12	0.6	-7	-1	4	101	-3	9	-4	-3
Cc1cc(C(=O)OCC(=O)NCc2ccccc2Cl)c(C)o1	-4	-2.1	7	5	2	106	-4	12	-18	11
O=C(Nc1ccc2c(c1)CCCN2C(=O)c1cccs1)c1c(F)cccc1Cl	-1	-0.5	-1	2	-7	x	2	-9	1	3
CC(C)CCOc1ccc(C(=O)Nc2cc(S(=O)(=O)N3CCOCC3)ccc2N2CCOCC2)cc1	-3	x	-2	x	x	102	x	x	1	x
CCOc1ccc(C(CC(=O)O)NC(=O)COc2ccccc2)cc1OC (stereo unspecified)	-2	-2.4	-5	1	6	84	-1	2	-13	12
O=C(CCSCCc1ccccn1)Nc1c(F)c(F)c(F)c(F)c1F	-2	0.1	2	0	0	98	5	-18	-10	-1
CCOc1ccc(C(=O)CCC(=O)NNC(=O)c2ccncc2)cc1	1	-1.2	-4	1	-9	103	3	6	-9	8
O=C(c1ccc(C(F)(F)F)cc1)C1CCCN(Cc2cccn2-c2ncccn2)C1 (stereo unspecified)	1	-1.4	-9	0	15	110	1	-3	-1	7
CC(C)c1ccc2oc(=O)cc(CN3CCN(c4ccc(F)cc4)CC3)c2c1	-11	3.8	0	7	24	103	3	8	-1	-16
COc1ccc(C)cc1NC(=O)C1CCN(S(=O)(=O)c2cccc3cccnc23)CC1	1	-1.7	-13	1	-6	108	2	-5	-1	9
Cc1ccc(CS(=O)(=O)CCC(=O)NCc2ccccn2)cc1	3	-3.7	6	0	-6	97	3	-7	4	18
SMILES	DAGLB inh	MOR-DOR ag	PKA-R2B act	V-ATPase pH	Arrestin-AP2 inh	DSG3 Ab inh	HTR5A ag	HTR5A inv ctr	PKA-R1A activ	MOR-DOR inv ag
CC(C)c1ccc(NC2CCCN(C(=O)c3ccc4nccnc4c3)C2)cc1 (stereo unspecified)	-3	-1.4	-15	-2	7	100	1	-6	-9	7
CCN(CC(=O)NCc1ccc(Cl)cc1)C(=O)CCC(=O)c1ccc(C)cc1	1	-0.8	-7	0	-10	100	0	-6	-8	6
CCC(NC(=O)CCC(=O)N1CCN(S(=O)(=O)c2ccc(C)cc2)CC1)c1ccc(C)cc1 (stereo unspecified)	-5	-0.5	-11	-1	3	113	-4	-1	2	2
C[C@H](CO)N1C[C@H](C)[C@@H](CN(C)Cc2ccc(C(F)(F)F)cc2)OCc2cnnn2CCCC1=O	-3	x	-2	0	x	101	x	x	4	x
Cc1cccnc1Nc1nc(-c2ccc(F)cc2)cs1	-9	7.1	-12	1	22	113	4	28	-2	-39
O=C(O)c1cccc(-n2nc(-c3ccc(Cl)c([N+](=O)[O-])c3)c3ccccc3c2=O)c1	6	-0.4	-7	-3	-11	90	-4	11	-14	2
FC(F)(F)c1cccc(N2CCN(c3nnnn3-c3ccccc3)CC2)c1	-2	0.9	-8	-1	4	100	-1	18	4	-6
Cn1c(C(=O)NCCc2ccccc2)cc(=O)n(C)c1=O	1	-2.1	4	2	0	97	-1	4	-2	10
CN(C(=O)COC(=O)CNC(=O)c1sc2ccccc2c1Cl)C1CCS(=O)(=O)C1 (stereo unspecified)	1	0.5	7	-3	34	93	-2	9	4	-3
CCc1ccc(N2C(=O)CN(Cc3sccc3C)C2=S)cc1	-8	4.0	0	-4	-14	105	5	-17	-3	-19
CCN1CCN(CCCNC(=O)C2CCN(c3nnc(-n4cccc4)s3)CC2)CC1	0	-1.8	-6	2	40	103	0	-20	-10	9
COc1ccc(N(C)S(=O)(=O)c2cccc(C(=O)Nc3cc(OC)ccc3OC)c2)cc1	0	-2.3	3	3	12	103	-2	5	-2	13
CC(=O)c1ccc(C(=O)NC2CC(C)(C)Cc3c2cnn3-c2ccccc2)cc1 (stereo unspecified)	0	-1.4	4	1	9	108	-4	10	2	6
CCc1ccccc1NS(=O)(=O)c1ccc(OC)c2ncccc12	2	4.0	13	7	-7	x	9.2*	-35	-4	-21
COc1cc(CNC(C)(C)C)cc(Br)c1OCc1cccs1	2	0.0	-7	1	14	101	-1	5	1	0
Cc1ccc(S(=O)(=O)N2CCN(CC(=O)NC3CCCc4ccccc43)CC2)cc1C (stereo unspecified)	-1&0	-1.5&2.3	-6&-8	1&-4	-1&-8	112	3&0	-11&-12	3&-12	7&-11
CCOC(=O)N1CCN(Cc2nc(-c3ccc(Cl)cc3)no2)CC1	-9	3.8	2	2	16	106	2	-5	5	-20
CC(=NNC(=O)c1ccncc1)c1ccc(Cl)c(Cl)c1	-2	-2.7	-7	-5	4	94	-6	23	-9	13

No enrichment for hits, and some 2.4% of all compounds hit somewhere here.
